FLuc modulator = counter-screen for miR-21 project: firefly luciferase inhibitors or activators; P08659; 360,000 tested, 6.9% active; purified FLuc, Km substrates, luminescence inhibition; Potency, µM (series often up to 57.5 µM), for the others: at the highest dose activity change, negative = inhibition, actives largely listed as inhibitors;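 further: potency means the concentration at half of the fitted maximal effect; plate controls were vehicle for no effect and reference inhibitor for full effect; nearly all actives have a fitted effect of over 55% in size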
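Purified P. pyralis luciferase (10nM final) with 10uM D-luciferin and 10uM ATP (Km levels) in 50mM Tris acetate pH 7.5, 10mM Mg acetate, 0.01% Tween-20, 0.05% BSA; qHTS 6-point titration, ~60 µM downward; luminescence read.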
NPC1 promoter act = activators of NPC1 promoter | Huh7 NPC1 promoter luciferase reporter, 24 h | Potency, µM (top dose mostly 9.22 µM), without a hit: at the top dose activation, most hits filed as activators | 320,000 tested, 2.4% active;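 further: potency means the concentration at half of the fitted maximal effect; % of control where 0% means no effect; nearly all actives have a fitted effect of over 60% in size; reporter is driven by a mutant NPC1 promoter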
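Stably transfected Huh7 (NPC1 promoter→luciferase), 1500 cells/well in Opti-MEM + 10% FBS, 2 h settle, then compound 24 h at 37 °C. Luminescence after 10 min with Amplite reagent.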
Gal4-VP16 FLuc = counter-screen for ROR gamma inhibitors: Gal4-VP16 reporter; Potency, µM (highest dose often 53.6 µM), for the others: top-dose activity, negative = inhibition, usual class: inhibitors; AID 2546; 310,000 tested, 3.5% active; Drosophila S2 Gal4-VP16 UAS-luciferase, luminescence, 20 h;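 further: Gal4-VP16 expression switched on by copper sulfate through the metallothionein promoter; potency means the concentration at half of the fitted maximal effect; on the % scale 0 is the no-effect control and ±100 the full control effect; nearly all actives have a fitted effect of over 50% in size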
RORgamma inh = blocks mouse ROR gamma transcriptional activity; Potency, µM (top dose mostly 53.6 µM), inactives show at the top dose activity change, negative = inhibition, hits mostly inhibitors; 310,000 tested, 5.4% active; P51450; Drosophila S2 Gal4-RORgamma UAS-luciferase reporter, 20 h; AID 2551; further: potency means the concentration at half of the fitted maximal effect; on the % scale 0 is the no-effect control and ±100 the full control effect; nearly all actives have a fitted effect of over 60% in size
Target sequence (P51450 whole entry, looked up, the tested form may be a part): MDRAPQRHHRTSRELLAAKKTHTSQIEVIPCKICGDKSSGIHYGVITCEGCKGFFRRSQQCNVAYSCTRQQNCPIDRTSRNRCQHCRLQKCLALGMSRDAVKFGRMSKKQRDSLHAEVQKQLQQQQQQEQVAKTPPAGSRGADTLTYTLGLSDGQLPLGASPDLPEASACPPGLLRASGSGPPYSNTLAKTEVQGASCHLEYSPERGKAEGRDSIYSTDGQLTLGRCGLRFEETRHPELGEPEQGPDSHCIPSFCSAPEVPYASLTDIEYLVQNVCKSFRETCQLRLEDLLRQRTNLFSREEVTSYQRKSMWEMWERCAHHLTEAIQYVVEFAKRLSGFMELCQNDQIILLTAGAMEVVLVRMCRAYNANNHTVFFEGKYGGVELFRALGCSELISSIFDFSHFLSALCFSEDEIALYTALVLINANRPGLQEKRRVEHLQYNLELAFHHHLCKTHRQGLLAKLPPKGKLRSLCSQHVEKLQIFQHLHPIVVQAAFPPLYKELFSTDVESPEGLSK
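Read-out: Photinus luciferase luminescence; inhibitors lower reporter signal. Insect Schneider cells with Gal4-ROR gamma fusion under metallothionein promoter, UAS reporter; 700 uM final copper sulfate induction, 20 hr, ambient temperature.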
PKM2 act = PKM2 (human) enzyme activation. 260,000 tested, 0.34% active. purified PKM2, Kinase-Glo ATP luminescence, activation; response scale: 0% is enzyme alone, no compound. P14618. Potency, µM (top dose mostly 57.5 µM), for the others: at the highest dose activation, hits mostly activators; further: potency means the concentration at half of the fitted maximal effect; on the % scale 0 is the no-effect control and ±100 the full control effect; nearly all actives have a fitted effect of over 55% in size
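ATP formation by purified human PK-M2, quantified via coupled luciferase luminescence after 1 h at room temperature with 0.1 mM ADP and 0.5 mM PEP final.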
Giardia kill = Giardia lamblia killing; Giardia lamblia trophozoite viability; activity change, % at 7.66 µM, hits read low; 340,000 tested, 0.15% active; AID 540267; in the data active means activity change below about -80%; inconclusive means between about -30% and that limit;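 further: parasites exposed to compound for two days anaerobically before the ATP read; on the % scale 0 is the no-effect control and ±100 the full control effect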
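Compounds were tested on trophozoites seeded at 100 cells/well and held 48 hrs at 37 deg C anaerobically. An ATP-based luminescent kit measured the remaining live cells.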
p53 reactivator = restores transcriptional activity of mutant p53; H1299 p53-A138V BP100-luciferase reporter, luminescence, 24 h; AID 504706; 320,000 tested, 0.063% active; Potency, µM (highest dose often 92.2 µM), for inactives: at the top dose activity change, positive = activation, actives largely listed as activators; further: potency means the concentration at half of the fitted maximal effect; % of control where 0% means no effect; nearly all actives have a fitted effect of over 45% in size
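p53-null H1299 cells stably carrying temperature-sensitive p53-A138V and a BP100-luciferase reporter were pinned with compounds (4-point, 1:5 series) and held 24 hrs at 37 deg C. Luminescence was read 10 min after detection reagent.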
Rab9 promoter act = activators of Rab9 promoter | Huh7 Rab9 promoter-luciferase reporter, luminescence, 24 h | Potency, µM (titrated, usually from 9.22 µM), for the others: top-dose activation, negative = inhibition, actives largely listed as activators | 320,000 tested, 2.8% active; further: potency means the concentration at half of the fitted maximal effect; % of control where 0% means no effect; nearly all actives have a fitted effect of over 60% in size
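Stable Rab9-luc Huh7, 1500 cells/well, 2 h settle; cmpd in DMSO, 24 h, 37 °C/5% CO2; luciferase reagent 10 min RT; luminescence.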
ELG1 genotox = induces genotoxicity in HEK293T cells with luciferase-tagged ELG1. HEK293T ELG1-luciferase reporter, luminescence, 16 h. Potency, µM (doses to about 46 µM), without a hit: top-dose activity change, positive = activation, usual class: activators. 330,000 tested, 1.3% active; further: potency means the concentration at half of the fitted maximal effect; % of control where 0% means no effect; nearly all actives have a fitted effect of over 60% in size
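Reporter readout depends on ELG1 protein level, which increases with genetic stress. After 16 hr compound exposure at 37 °C, luciferase activity was quantified using ONE-Glo.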
Menin MLL FP TR = menin-MLL binding inhibition, Texas Red mutant peptide; O00255; Menin + Texas Red MLL mutant peptide, fluorescence polarization; Potency, µM (series often up to 61.6 µM), for the others: top-dose FP activity change, negative = inhibition, actives largely listed as inhibitors; 270,000 tested, 0.23% active; AID 1768; active means well fitted inhibition curve with a large enough effect in the polarisation, with a control signal flat, not every such curve was filed as active; inconclusive means small, poorly fitted or top-dose-only effect, or effect the other way, or a change in a side signal; inactive means no such curve, though single readings can be large or run the other way; the % refers to the polarisation; further: potency means the concentration at half of the fitted maximal effect; % of control where 0% means no effect; many of its hits are not listed in these tables
Target sequence (O00255 whole entry, looked up): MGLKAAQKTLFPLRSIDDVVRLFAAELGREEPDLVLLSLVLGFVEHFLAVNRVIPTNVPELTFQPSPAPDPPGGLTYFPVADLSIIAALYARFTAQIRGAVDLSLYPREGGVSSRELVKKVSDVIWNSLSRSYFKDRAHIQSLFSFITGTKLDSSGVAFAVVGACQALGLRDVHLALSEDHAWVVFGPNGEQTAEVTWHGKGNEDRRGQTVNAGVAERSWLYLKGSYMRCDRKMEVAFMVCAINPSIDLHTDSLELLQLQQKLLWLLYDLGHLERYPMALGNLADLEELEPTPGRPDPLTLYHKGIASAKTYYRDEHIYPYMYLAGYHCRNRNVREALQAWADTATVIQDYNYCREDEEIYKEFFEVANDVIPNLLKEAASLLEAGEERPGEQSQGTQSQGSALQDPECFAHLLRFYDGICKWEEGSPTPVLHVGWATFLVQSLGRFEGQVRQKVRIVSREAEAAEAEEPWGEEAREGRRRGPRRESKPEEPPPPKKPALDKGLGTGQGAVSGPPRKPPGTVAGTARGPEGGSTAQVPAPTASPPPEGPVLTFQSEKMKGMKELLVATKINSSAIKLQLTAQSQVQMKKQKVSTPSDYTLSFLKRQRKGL
BRCA1 expr act = increases BRCA1 expression; MCF7-BRCA1-FFLuc reporter, luminescence, 48 h; response scale: scaled: vehicle 0%, 10 µM genistein 100%; Potency, µM (highest dose often 46.1 µM), for inactives: at the highest dose activation, hits mostly activators; 380,000 tested, 1.1% active; AID 624202; further: potency means the concentration at half of the fitted maximal effect; nearly all actives have a fitted effect of over 80% in size; some results filed as inactive show a strong effect at the top dose
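Activators of BRCA1 expression were detected as increased firefly luciferase luminescence in engineered MCF7 cells after 48 h compound incubation. Signals were scaled to genistein 10 microM as full activation.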
* hit, by the source's call; ? = inconclusive; . = not tested or not shown; & = joins results of further samples; [ ] = remark or other dose. Unless noted, the call rests on the fitted dose curve; in most records, active means well fitted curve in the direction sought with a large enough effect; inconclusive means small, poorly fitted or top-dose-only effect, or another doubt; inactive means no such curve, though single readings can be large; an effect the other way counts as inactive or inconclusive. Some of the compounds tested; count on the stated rates, not on these rows.

Every second line gives: FLuc modulator, NPC1 promoter act, Gal4-VP16 FLuc, RORgamma inh, PKM2 act, Giardia kill, p53 reactivator, Rab9 promoter act, ELG1 genotox, Menin MLL FP TR, BRCA1 expr act
- C=CCn1c(SCC(=O)NC23CC4CC(CC(C4)C2)C3)nc(O)cc1=O
  2%, 1%, -5%, 34%, 4%, 10, -5%, -2%, -2%, 6%, -24%
- CC(Sc1nnc(N)s1)C(=O)Nc1ccc(N2CCOCC2)cc1 (configuration not stated)
  -11%, 0%, 5%, 9%, -5%, -4, -1%, -2%, -3%, ., 8%
- COc1ccc(NC(=O)c2cc3c(CO)cnc(C)c3oc2=Nc2cccc(F)c2)c(OC)c1
  1%, -7%, -2%, 4%, ., 16, 0%, -12%, -1%, ?, 7%
- COC(=O)c1ccccc1NC(=O)Cn1cnc2cc(C)c(C)cc21
  -1%, 5%, -5%, -30%, -7%, 7, -3%, -2%, -7%, -12%, -25%
- O=C(C[N+]1(CC#Cc2ccccc2)CCCCC1)c1ccc(Cl)cc1
  3%, -11%, 11%, 9%, 1%, -26, 2%, 2%, -10%, -13%, -38%
- CC1(C)CC(N=Cc2c(O)n(Cc3ccc4c(c3)OCO4)c(=O)c3ccccc23)CC(C)(C)N1
  0%, -6%, -14%, ?, 1%, -22, -1%, 14%, ?, 0%, -24%
- CCCCCN(C(=O)CCC(=O)OCC(=O)NCc1cccc(OC)c1)c1c(N)n(CCCC)c(=O)[nH]c1=O
  -3%, 0%, 8%, -7%, -6%, 0, 11%, 5%, 4%, ., -13%
- Nc1ccnn1Cc1ccncc1
  -3%, -2%, -3%, 5%, -6%, -7, -4%, 1%, 0%, 12%, -8%
- Cc1cc(S(=O)(=O)N2c3ccc(F)cc3CCC2C)ccc1-n1cnnn1 (configuration not stated)
  2%, -4%, 7%, 11%, ., -14, -5%, 4%, -1%, 2%, -4%
- Cc1ccc(C2=[N+]([O-])C(C)N(O)C2(C)C)o1 (configuration not stated)
  4%, 1%, 7%, -1%, 1%, -28, -2%, 1%, 1%, 0%, -6%

Retrieved one by one from the entries so far, 2 records:
Every second line gives: FLuc modulator, NPC1 promoter act, Gal4-VP16 FLuc, RORgamma inh, PKM2 act, Giardia kill, p53 reactivator, Rab9 promoter act, ELG1 genotox, Menin MLL FP TR, BRCA1 expr act
- Nc1ccnn1Cc1ccncc1
  -3%, -2%, -3%, 5%, -6%, -7, -4%, 1%, 0%, 12%, -8%
- COC(=O)c1ccccc1NC(=O)Cn1cnc2cc(C)c(C)cc21
  -1%, 5%, -5%, -30%, -7%, 7, -3%, -2%, -7%, -12%, -25%

Reformatted with bars between the fields: part of the list above
Compound | FLuc modulator | NPC1 promoter act | Gal4-VP16 FLuc | RORgamma inh | PKM2 act | Giardia kill | p53 reactivator | Rab9 promoter act | ELG1 genotox | Menin MLL FP TR | BRCA1 expr act
O=C(C[N+]1(CC#Cc2ccccc2)CCCCC1)c1ccc(Cl)cc1 | 3% | -11% | 11% | 9% | 1% | -26 | 2% | 2% | -10% | -13% | -38%
CC1(C)CC(N=Cc2c(O)n(Cc3ccc4c(c3)OCO4)c(=O)c3ccccc23)CC(C)(C)N1 | 0% | -6% | -14% | ? | 1% | -22 | -1% | 14% | ? | 0% | -24%
CCCCCN(C(=O)CCC(=O)OCC(=O)NCc1cccc(OC)c1)c1c(N)n(CCCC)c(=O)[nH]c1=O | -3% | 0% | 8% | -7% | -6% | 0 | 11% | 5% | 4% | . | -13%

Later entries.
Every second line gives: FLuc modulator, NPC1 promoter act, Gal4-VP16 FLuc, RORgamma inh, PKM2 act, Giardia kill, p53 reactivator, Rab9 promoter act, ELG1 genotox, Menin MLL FP TR, BRCA1 expr act
- COc1ccccc1NC(=O)c1nn(C)cc1Br
  0%, 10%, -7%, 17%, -1%, -21, -10%, 16%, 0%, 13%, -29%
- COc1cc(OC)c(OC)cc1CN1CCN(C(=O)CC(C)C)CC1
  -1%, -5%, 1%, -21%, 1%[11.5 µM], 5, ., -4%, ?, -22%, -6%
- CCOC(=O)c1c(NC(=S)Nc2cccnc2)sc(C)c1C
  -13%, 8%, ?, 13µM*, -5%, 5, -2%, 27%, 9%, 22%, -16%
- COc1ccc(/C(=N/Nc2ncnc3ccccc23)C(=O)O)cc1
  ?, 2%, 0.5µM*, 0.28µM*, 5%, -2, ?, 1%, ?, -9%, -12%
- COc1cc(/C=N/NC(=O)CC2(C)OCCCO2)ccc1OCc1ccccc1
  ?, -1%, 1%, 35%, 22%, 0, 17%, 0%, 4%, -8%, 87%
- CSc1ccc(C#N)cc1NC(=O)c1ccc(Cl)cc1
  4%, -5%, -7%, 11%, -6%, -14, 1%, -2%, -1%, ?, -20%
- Cc1nc(-c2ccc(F)cc2)c(CC(=O)N2CCN(S(=O)(=O)c3cccc(Cl)c3)CC2)s1
  -1%, -4%, ., ., ., 14, -3%, -6%, -8%, ., -17%
- COC(=O)c1sccc1NC(=S)Nc1cccc(F)c1
  0%, 2%, ?, 18µM*, -2%, -24, 0%, -3%, -5%, ., 0%
- CCn1c(-c2ccoc2C)n[nH]c1=S
  2%, -1%, -27%, 11µM*, -1%, 10, -3%, -2%, 2%, -11%, -1%
- Cc1cc(C)c(O)c(-c2cc(C(=O)NCCc3ccc(S(N)(=O)=O)cc3)[nH]n2)c1
  ?, -6%, 1%, 12%, 9%, -14, -5%, -9%, -2%, ., 0%
- CC(C)NC(=O)c1ccccc1N(Cc1ccccc1)S(C)(=O)=O
  0%, 1%, -13%, -11%, -8%, -6, 1%, -2%, -5%, 11%, 0%
- COCCCNC(=O)c1cn(CCOC)c(=O)c2c1c1ccccc1n2C
  -1%&5%, 0%, 10%, 11%, ., 0, 2%, -2%, -2%, -3%, 0%
- Cc1ccc(N=Nc2c(C)[nH]n(C(N)=S)c2=O)cc1
  2.7µM*, ?, 0.89µM*, 0.32µM*, 1%, 11, 3%, 3.2µM*, 16µM*, ?, -12%
- CC(C1CC1)N(Cc1ccccc1)C(=O)NC(=O)c1ccccc1 (configuration not stated)
  1%, 1%, -8%, -1%, 2%, -7, 0%, -3%, -3%, -16%, 6%
- CCCOc1ccc(C(=O)NNC(=S)NC(C)=O)cc1
  ?, 2%, 8%, 2%, -2%, ?, 6%, -3%, 2%, 4%, -73%
- O=C(Nc1nc(-c2cccs2)c(-c2cccs2)s1)C1CCCC1
  ?, 1%, -26%, 24%, -4%, -2, 5%, -6%, 0%, 14%, -56%
- c1ccc(Oc2ccc(-c3ccnc4nc(N5CCN(c6ccccc6)CC5)nn34)cc2)cc1
  -4%, -5%, -2%, 39%, 5%, 22, -9%, -6%, -4%, 0%, 0%[1.84 µM]
- O=C(CSc1nnc2c(n1)[nH]c1ccccc12)Nc1ccc2c(c1)OCO2
  ?, 0%, 10%, -5%, 0%, -21, 2%, 0%, 26%, ., -41%
- COC(=O)c1ccc(N2CCN(c3ccccc3)CC2)nc1
  ?, ?, ?, 16%, ., 3, 12%, ?, ?, 6%, 96%
- COc1ccc(S(=O)(=O)N(C)c2ccc(C(=O)N3CCC(C(N)=O)CC3)cc2)cc1
  1%, 0%, 1%, 2%, -3%, 10, 0%, 10%, 1%, 0%, -12%
- CC(C)(C)c1ccc(OC(=O)c2ccccc2)cc1
  2.4µM*, -13%, 3%, 37%, 8%, 17, 0%, -3%, 9%, -15%, 7%
- CCNC(=O)CC1C(=O)N(c2ccccc2)C(=O)N1CCOC (configuration not stated)
  -2%, 2%, 2%, -8%, ., 16, 5%, -14%, -2%, 1%, -10%
- COc1ccc(NC(=O)CSc2c(C)n[nH]c2C)cc1
  0%, 6%, 1%, 32%, -11%, 5, -4%, 0%, -1%, -10%, -26%
- CC(=O)Nc1ccc(OC(=O)c2ccc(Cl)cc2)cc1
  ?, -1%, -15%, -5%, -2%, -19, -19%, -2%, -1%, ?, 22%
- COCCOC(=O)c1c(C)n(C)c2ccc(OC(=O)c3cccs3)cc12
  -13%, -3%, 0%, 18%, 0%, -5, 11%, -1%, 2%, -23%, -34%
- COC(=O)c1ccc(CSc2nc3ccc(C)cc3[nH]2)o1
  ?, 2%, -5%, 2%, 15%, 7, 1%, ?, 4%, 3%, -13%
- CC(NS(=O)(=O)c1cccc(C(=O)NCc2ccncc2)c1)c1ccccc1 (configuration not stated)
  ., -5%, ., ., ., 11, 13%, -5%, 0%, ., -2%
- CN1CCN(c2ccc(Cl)cc2NS(=O)(=O)c2ccccc2Cl)CC1
  5%, 0%, 2%, -6%, -8%, -6, -37%[inhibitor], -1%, -1%, 6%, -9%
